Screening data from PubChem.
AT treatment – candidate therapy for ataxia-telangiectasia; 320,000 tested, 0.19% active; Potency, µM (doses to about 57.5 µM), without a hit: at the highest dose activation, usual class: activators; […] A-T fibroblasts, KAP-1 phosphorylation AlphaLISA; neocarzinostatin DNA damage 30 min before lysis; note: potency is the fitted concentration of half-maximal effect; % of control where 0% means no effect; nearly all actives have a fitted effect of over 45% in size
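ATM-like activity read as KAP-1 phosphorylation via AlphaLISA donor/acceptor antibody pairs after lysis and 6 hr at 25C. Cells were ATM-null patient fibroblasts ([…], hTERT), dosed 60 min, then exposed to the DSB inducer NCS for 30 min.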
TCR act – activators of T cell receptors | primary human leukocytes, anti-CD3, IL-2 HTRF, 48 h | Potency, µM (series often up to 9.22 µM), for the others: at the top dose activation of IL-2 secretion, hits mostly activators | 330,000 tested, under 10 active; note: % of control where 0% means no effect
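Human primary leukocytes + a-CD3 beads + cpd, 48 hr; IL-2 in supernatant by HTRF (ex 320nm / em 665nm). No co-stimulatory signal supplied.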
p53 reactivation – restores transcriptional activity of mutant p53; H1299 p53-A138V BP100-luciferase reporter, luminescence, 24 h; Potency, µM (titrated, usually from 92.2 µM), for the others: at the highest dose activity change, positive = activation, hits mostly activators; 320,000 tested, 0.063% active; note: potency is the fitted concentration of half-maximal effect; % of control where 0% means no effect; nearly all actives have a fitted effect of over 45% in size
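p53-null H1299 cells stably carrying temperature-sensitive p53-A138V and a BP100-luciferase reporter were pinned with compounds (4-point, 1:5 series) and held 24 hrs at 37 deg C. Luminescence was read 10 min after detection reagent.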
PTAP TSG101 blk – blocks PTAP/TSG101 interaction to inhibit HIV-1 budding; Fluorescence polarization, FITC-PTAP peptide / Tsg101 binding; Potency, µM (highest dose often 115 µM), for the others: at the top dose activity change, negative = inhibition, hits mostly inhibitors; 340,000 tested, under 10 active; active = well fitted inhibition curve with a large enough effect in the main read-out, with a control signal flat, not every such curve was filed as active; inconclusive = small, poorly fitted or top-dose-only effect, or effect the other way, or a change in a side signal; inactive = no such curve, though single readings can be large or run the other way; note: potency is the fitted concentration of half-maximal effect; % of control where 0% means no effect
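FP read-out: FITC-PTAP peptide, 50 nM final, binding Tsg101 binding domain, 10 uM final; 20 min, r.t.; 10 mM HEPES pH 7.5, 0.15 M NaCl, 0.01% Tween 20, 3 mM EDTA, 0.1 mM TCEP.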
BRCA1 expr act – BRCA1 expression activation; MCF7-BRCA1-FFLuc reporter, luminescence, 48 h; response scale: scaled: vehicle 0%, 10 µM genistein 100%; Potency, µM (top dose mostly 46.1 µM), without a hit: at the highest dose activation, usual class: activators; 380,000 tested, 1.1% active; note: potency is the fitted concentration of half-maximal effect; nearly all actives have a fitted effect of over 80% in size; some results filed as inactive show a strong effect at the top dose
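48 h compound treatment of MCF7-BRCA1-FFLuc cells (phenol-red free MEM, 37 °C), then 15 min with luciferase substrate and luminescence imaging.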
B2AR arrestin – beta2AR (human) beta-arrestin recruitment activity; AID 492947; Potency, µM (titrated, usually from 46.1 µM), for the others: at the highest dose activation, most hits filed as activators; beta-arrestin recruitment to beta2AR, cell-based reporter; P07550; 330,000 tested, 0.02% active;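 note: potency is the fitted concentration of half-maximal effect; 0% = DMSO controls and full agonism = EC100 isoproterenol or metaproterenol; nearly all actives have a fitted effect of over 65% in size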
ELG1 DNA repair – blocks ELG1-dependent DNA repair in HEK293T cells; HEK293T ELG1-luciferase reporter, luminescence, 16 h; DNA damage induced by 5-fluorouridine; Potency, µM (series often up to 46.1 µM), without a hit: at the highest dose activity change, negative = inhibition, most hits filed as inhibitors; 330,000 tested, 2.3% active; note: potency is the fitted concentration of half-maximal effect; % is set by controls: 0 for no effect and ±100 for the full control effect; nearly all actives have a fitted effect of over 55% in size
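In this reporter screen, reduction of luminescence relative to DMSO vehicle indicated activity. Compounds and 5-fluorouridine were added together to 2,000 cells per well, incubated for 16 hr at 37 °C, then developed with ONE-Glo.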
MLL CXXC-DNA inh – inhibitors of human MLL CXXC domain-DNA interaction. Q03164. MLL-CXXC / FITC-HOXA9 DNA fluorescence polarization. Potency, µM (titrated, usually from 115 µM), for inactives: at the top dose activity change, negative = inhibition, usual class: inhibitors. 290,000 tested, 0.037% active; active = well fitted inhibition curve with a large enough effect in the polarisation, with a control signal flat, not every such curve was filed as active; inconclusive = small, poorly fitted or top-dose-only effect, or effect the other way, or a change in a side signal; inactive = no such curve, though single readings can be large or run the other way; the % refers to the polarisation; note: potency is the fitted concentration of half-maximal effect
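Purified MLL-CXXC (added from a 7 uM solution) was preincubated 5 min at ambient with pinned compounds in 50 mM Tris-HCl pH 7.5, 50 mM NaCl, 1 mM DTT, 0.05% BSA. Fluorescein-labeled HOX-A9 DNA (50 nM solution) followed, 30 min, then polarization read.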
a7 integrin act – activators of alpha7 integrin expression for muscular dystrophy; alpha7betagal myoblasts, beta-gal FDG fluorescence, 48 h; Potency, µM (highest dose often 38.3 µM), without a hit: at the highest dose activation, actives largely listed as activators; 350,000 tested, 0.064% active;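 note: potency is the fitted concentration of half-maximal effect; 100% = response of the positive control SU9516; nearly all actives have a fitted effect of over 60% in size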
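Alpha7betagal+/- myoblasts (passage 13) were plated 16-24 hr, then exposed to compounds (1:260 dilution of DMSO stock) for 48 hours at 37C. After MPER lysis, β-galactosidase reporter activity was read as FDG fluorescence (ex 480/em 540) after 30 minutes.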
TRPV1 ag – activates the human vanilloid receptor TRPV1 | activation, % at 8.33 µM | 320,000 tested, 0.19% active | TRPV1-expressing cells, Fluo-8 calcium influx, agonist mode; in the data active = activation above about 80%; inconclusive = between about 30% and that limit; note: 0% is about no effect
Target sequence (Q8NER1 whole entry, looked up): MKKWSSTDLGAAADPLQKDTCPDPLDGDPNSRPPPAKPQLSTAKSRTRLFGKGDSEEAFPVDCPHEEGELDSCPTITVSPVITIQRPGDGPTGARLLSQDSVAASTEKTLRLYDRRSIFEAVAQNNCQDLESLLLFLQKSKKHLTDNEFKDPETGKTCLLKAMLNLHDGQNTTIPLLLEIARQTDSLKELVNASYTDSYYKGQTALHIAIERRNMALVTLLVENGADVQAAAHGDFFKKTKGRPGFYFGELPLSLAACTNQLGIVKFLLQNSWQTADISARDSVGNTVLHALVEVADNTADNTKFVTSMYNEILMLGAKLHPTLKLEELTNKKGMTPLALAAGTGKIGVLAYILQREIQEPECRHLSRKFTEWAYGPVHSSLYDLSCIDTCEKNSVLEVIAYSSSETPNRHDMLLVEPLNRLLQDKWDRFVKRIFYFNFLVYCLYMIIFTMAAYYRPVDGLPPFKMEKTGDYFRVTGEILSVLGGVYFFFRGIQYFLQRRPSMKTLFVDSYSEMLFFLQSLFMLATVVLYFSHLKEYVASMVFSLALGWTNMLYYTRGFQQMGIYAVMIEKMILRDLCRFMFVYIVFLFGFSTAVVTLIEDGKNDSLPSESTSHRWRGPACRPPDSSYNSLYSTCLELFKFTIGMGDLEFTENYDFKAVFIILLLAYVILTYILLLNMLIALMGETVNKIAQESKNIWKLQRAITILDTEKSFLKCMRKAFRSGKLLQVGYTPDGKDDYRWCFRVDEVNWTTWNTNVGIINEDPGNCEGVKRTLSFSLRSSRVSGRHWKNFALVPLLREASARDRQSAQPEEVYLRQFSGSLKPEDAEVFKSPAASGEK
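Fluo-8 calcium influx in TRPV1-expressing cells, kinetic read (ex 480/em 520 nm). Compound added and read 3 min for agonist activity, followed by capsaicin at EC20 final and 2 min further read for enhancement.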
Numbers without * were called inactive; ? = inconclusive; / = not tested or not shown; & = joins results of further samples; [ ] = dose if it differs, or a comment. Unless noted, calls come from the whole dose curve; as a rule, active = well fitted curve in the direction sought with a large enough effect; inconclusive = small, poorly fitted or top-dose-only effect, or another doubt; inactive = no such curve, though single readings can be large; an effect the other way counts as inactive or inconclusive. This is a random part of the collection (roughly 3.8% active in at least one column).

SMILES	AT treatment	TCR act	p53 reactivation	PTAP TSG101 blk	BRCA1 expr act	B2AR arrestin	ELG1 DNA repair	MLL CXXC-DNA inh	a7 integrin act	TRPV1 ag
O=C(NCC(=O)N1CCN(S(=O)(=O)c2ccc3c(c2)OCCO3)CC1)c1ccccc1F	2%	12%	-5%	-5%	-1%	-0.6%	-6%	/	?	/
COc1cc2c(cc1O)[C@@H]1Cc3cc(OC)c(OC)cc3C(C2)N1C	-13%	5%	-1%	-2%	-8%	-0.2%	12%	-2%	4%	-1
CC(=O)C1C(c2ccc(F)cc2)c2c(noc2C)CC1(C)O (stereo unspecified)	4%	-2%	-4%	-1%	12%	-0.2%	?	0%	-5%	1
Cc1ccccc1-n1c(C)nnc1SCC(=O)NNC(=O)c1ccccc1	-3%	-5%[46.1 µM]	2%	-2%	-12%	0.1%	1%	0%	17%	5
COc1ccccc1N(C)S(=O)(=O)c1ccc(Cl)c(C(=O)NCC2(N(C)C)CCCCC2)c1	5%	6%	-1%	0%	11%	-1.6%	?	/	-29%	-4
O=S1(=O)CCOC[C@H](CC2CCCCC2)N1Cc1ccccc1Br	7%	1%	/	0%	-22%	-0.8%	?	3%	-6%	1
COc1ccc(CCNC(=O)COC(=O)C2CC2C)cc1 (stereo unspecified)	-7%	3%	10%	0%	1%	-0.8%	-2%	/	-7%	4
COc1ccc(OC)c(C2C(C(=O)c3ccco3)=C(O)C(=O)N2CC2CCCO2)c1 (stereo unspecified)	2%	0%	2%	-2%	-2%	0.0%	4%	23%	-5%	-2
CCN(CC)S(=O)(=O)c1ccc(NC(=O)Cc2cccs2)cc1	2%	4%	2%	-6%	-8%	0.1%	?	-2%	-28%	19
CC(=O)Nc1ccc(SC[C@H](CC(C)C)N2CCN(CCc3ccccc3)CCC2=O)cc1	-6%	16%	-2%	-3%	-22%	-0.5%	?	4%	-23%	-5
CCNC(=O)Cn1cnc2c1c(=O)n(C)c(=O)n2C	0%	-21%	-7%	-3%	-2%	-0.5%	13%	-2%	25%	-3
O=C(CNC(=O)c1ccccc1F)NCc1ccccn1	0%	/	1%	-2%	6%	-0.6%	?	/	-1%	/
CC(C)c1ccc(NC(=O)c2cccnc2)cc1	1%	9%	29%	-5%	69%	-0.8%	?	-13%	15%	?
O=c1ccnc(Nc2ccc(Cl)cc2)[nH]1	2%	6%	-4%	0%	21%	-0.2%	-26%	5%	11%	-1
Cc1ccc(/C=N/Nc2cccc(C(=O)O)c2)s1	8%	11%[46.1 µM]	31%	-3%	?	-0.9%	?	1%	23%	-6
COc1cccc2cc3c(=O)n(-c4ccccc4)nc-3oc12	7%	4%	12%	-2%	-50%	-0.8%	?	16%	17%	2
CCC(C(=O)OCn1nnc2ccccc2c1=O)c1ccccc1 (stereo unspecified)	4%	0%	1%	1%	0%	-0.1%	5%	7%	15%	14
CN(C)c1nc(OCc2ccccc2)c2ncc(=O)[nH]c2n1	/	-5%	/	-1%	-12%	/	/	/	-24%	/
COc1ccc(-n2c(SCC(=O)Nc3ccccc3)nnc2-c2ccc(NS(=O)(=O)c3ccc(C)cc3)cc2)cc1	/	-4%	2%	-1%	-25%	-0.3%	-17%	22%	4%	0
CCOc1cc(C=O)cc(N=Nc2cccc([N+](=O)[O-])c2)c1O	10%	6%	-63%[inhibitor]	-4%	-42%	-0.3%	-3%	-13%	3%	0
CC(=O)Nc1ccccc1C(=O)C(=O)Nc1cccc(C(=O)N2CC(C)CC(C)C2)c1 (stereo unspecified)	-4%	6%	-6%	-2%	-42%	0.1%	?	-5%	-47%	-2
CCOc1ccccc1NC(=O)CSc1nnnn1C1CCCC1	2%	0%	-2%	-1%	-15%	-0.3%	-17%	8%	-27%	11
CC1CCc2sc(C(=O)NCC(c3ccco3)N3CCCCC3)cc2C1 (stereo unspecified)	3%	-2%	?	-3%	9%	0.1%	?	/	-41%	26
O=C(Nc1ccc(Cl)cc1)Nc1ccc(N2CCOCC2)cc1	1%	2%	20%	-5%	0%	-0.4%	?	1%	-7%	2
Cc1ccccc1CCNC(=O)Cn1nc(C)c2c(C)n(-c3ccccc3)nc2c1=O	1%	3%	4%	-7%	-16%	-0.8%	-5%	10%	6%	11

Ordered by value in TCR act (largest number first): 3 of the compounds above.
Compound	TCR act	p53 reactivation	PTAP TSG101 blk	BRCA1 expr act	B2AR arrestin	MLL CXXC-DNA inh	a7 integrin act	TRPV1 ag
CC(=O)Nc1ccccc1C(=O)C(=O)Nc1cccc(C(=O)N2CC(C)CC(C)C2)c1 (stereo unspecified)	6%	-6%	-2%	-42%	0.1%	-5%	-47%	-2
COc1cccc2cc3c(=O)n(-c4ccccc4)nc-3oc12	4%	12%	-2%	-50%	-0.8%	16%	17%	2
CCOc1ccccc1NC(=O)CSc1nnnn1C1CCCC1	0%	-2%	-1%	-15%	-0.3%	8%	-27%	11

Continued.
SMILES	AT treatment	TCR act	p53 reactivation	PTAP TSG101 blk	BRCA1 expr act	B2AR arrestin	ELG1 DNA repair	MLL CXXC-DNA inh	a7 integrin act	TRPV1 ag
COc1ccc(CONS(=O)(=O)c2ccc(NC(C)=O)cc2)cc1Cl	5%	/	3%	/	-31%	-0.2%	-14%	-9%	-4%	-4
COc1ccc(OC)c(C2=NOC(C(=O)N3CCCc4ccccc43)C2)c1 (stereo unspecified)	-4%	1%	14%	-6%	-4%	3.5%	0%	1%	-23%	-5
COc1ccc(N(CC(=O)N/N=C(\C)CCc2ccccc2)S(=O)(=O)c2ccc(C)cc2)cc1	-6%	0%	-4%	-5%	-2%	0.3%	?	-10%	7%	17
O=C(OCC(=O)N1CCOCC1)c1ccc2c(c1)OCCO2	1%	-1%	?	-14%	78%	-1.0%	?	-2%	7%	5
Cc1ccc(S(=O)(=O)NN=C2C3CC4CC(C3)CC2C4)cc1[N+](=O)[O-]	-16%	-1%[46.1 µM]	-7%	-1%	-5%	7.7%	?	7%	12%	0
CS(=O)(=O)Cc1ccc(C(=O)NC(c2ccccc2)c2ccccc2)cc1	11%	0%	-2%	-2%	-6%	0.0%	2%	-3%	7%	?
COC(=O)Cc1csc(N)n1	-7%&-3%	0%&-3%	18%&3%	-2%&-9%	0%&6%	-0.4%&-0.1%	?	-1%&8%	-16%&47%	7&29
Cn1cc([N+](=O)[O-])c(C(=O)N/N=C\c2c[nH]c3ccccc23)n1	1%	2%	12%	-4%	-11%	0.1%	-10%	1%	-1%	-1
COc1cccc(CSCC(=O)NCCc2ccccc2)c1OC	1%	1%	-3%	-7%	16%	-0.4%	0%	-2%	-16%	6
COCCn1c(-c2ccc(OC)cc2)cnc1SCC(=O)Nc1ccc(OC)cc1OC	-2%	-2%[46.1 µM]	-4%	-3%	-13%	5.4%	?	-10%	22%	5
CCOC(=O)CSc1nc2c([nH]c3ccccc32)c(=O)n1C	-5%	3%	2%	-5%	-1%	-0.1%	16%	13%	-14%	9
O=C1CCC(=O)N1CNc1ccccn1	12%	-6%	-6%	0%	-15%	-0.3%	18%	18%	10%	0
CCC1COCCS(=O)(=O)N1Cc1ccc(Cl)cc1 (stereo unspecified)	-9%	14%	/	-12%	0%	-0.6%	9%	4%	1%	-3
COc1ccc(NC2=CC(=O)CC(C)(C)C2)cc1OC	-4%	-10%	0%	-2%	-2%	0.3%	-3%	-2%	-24%	/
COc1ccccc1N1CCN(CC(O)COc2ccc3c(c2)CCC3)CC1 (stereo unspecified)	-7%	-30%	13%	-3%	-34%	0.3%	?	4%	-23%	3
Cc1cc(C)c(C)c(S(=O)(=O)N2CCN(C(=O)CCC(=O)N3CCOCC3)CC2)c1C	5%	1%	-5%	-1%	-2%	-0.5%	2%	11%	-19%	8

Structures shown so far containing an aryl thioether with sulfur outside any ring (six):
SMILES	AT treatment	TCR act	p53 reactivation	PTAP TSG101 blk	BRCA1 expr act	B2AR arrestin	ELG1 DNA repair	MLL CXXC-DNA inh	a7 integrin act	TRPV1 ag
Cc1ccccc1-n1c(C)nnc1SCC(=O)NNC(=O)c1ccccc1	-3%	-5%[46.1 µM]	2%	-2%	-12%	0.1%	1%	0%	17%	5
CC(=O)Nc1ccc(SC[C@H](CC(C)C)N2CCN(CCc3ccccc3)CCC2=O)cc1	-6%	16%	-2%	-3%	-22%	-0.5%	?	4%	-23%	-5
COc1ccc(-n2c(SCC(=O)Nc3ccccc3)nnc2-c2ccc(NS(=O)(=O)c3ccc(C)cc3)cc2)cc1	/	-4%	2%	-1%	-25%	-0.3%	-17%	22%	4%	0
CCOc1ccccc1NC(=O)CSc1nnnn1C1CCCC1	2%	0%	-2%	-1%	-15%	-0.3%	-17%	8%	-27%	11
COCCn1c(-c2ccc(OC)cc2)cnc1SCC(=O)Nc1ccc(OC)cc1OC	-2%	-2%[46.1 µM]	-4%	-3%	-13%	5.4%	?	-10%	22%	5
CCOC(=O)CSc1nc2c([nH]c3ccccc32)c(=O)n1C	-5%	3%	2%	-5%	-1%	-0.1%	16%	13%	-14%	9
